# Screening data (PubChem BioAssay)
# Sm TGR inh: inhibitors of Schistosoma mansoni thioredoxin glutathione reductase | Potency, µM (titrated, usually from 114 µM), without a hit: at the top dose activity change, negative = inhibition, most hits filed as inhibitors | Q962Y6 | purified TGR, DTNB reduction, TNB absorbance 405 nm | AID 485364 | 360,000 tested, 3% active; note: potency is the fitted concentration of half-maximal effect; nearly all actives have a fitted effect of over 60% in size
#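 Kinetic colorimetric format: TGR-catalysed, NADPH-driven DTNB reduction monitored via TNB absorbance. Enzyme dispensed at 20 nM; compound exposure 15 min at room temperature before reaction start.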
# AMA1-RON2 inh: inhibitors of Plasmodium falciparum AMA1-RON2 interaction; AlphaScreen AMA1-biotinylated RON2 peptide binding; Potency, µM (titrated, usually from 58.2 µM), without a hit: at the top dose activity change, negative = inhibition, usual class: inhibitors; 360,000 tested, 0.2% active;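 note: potency is the fitted concentration of half-maximal effect; 0% = vehicle wells and -100% = peptide control; nearly all actives have a fitted effect of over 45% in size; some results filed as inactive show a strong effect at the top dose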
#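 AMA1 (3D7) with his tag at 25 nM final met compounds first, then biotinylated RON2 peptide at 25 nM; detection used donor plus acceptor beads, 10 µg/mL apiece, read by AlphaScreen after 30 min at room temperature.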
# AmpC detergent: inhibitors of E. coli AmpC beta-lactamase with detergent | AmpC hydrolysis of nitrocefin, absorbance 480 nm, 0.01% Triton | Potency, µM (series often up to 114 µM), for inactives: at the highest dose activity change, negative = inhibition, usual class: inhibitors | 370,000 tested, 0.041% active;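 note: potency is the fitted concentration of half-maximal effect; 0% = no-compound wells and -100% = no-enzyme wells; nearly all actives have a fitted effect of over 25% in size; some results filed as inactive show a strong effect at the top dose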
# Target sequence (P00811 whole entry, looked up): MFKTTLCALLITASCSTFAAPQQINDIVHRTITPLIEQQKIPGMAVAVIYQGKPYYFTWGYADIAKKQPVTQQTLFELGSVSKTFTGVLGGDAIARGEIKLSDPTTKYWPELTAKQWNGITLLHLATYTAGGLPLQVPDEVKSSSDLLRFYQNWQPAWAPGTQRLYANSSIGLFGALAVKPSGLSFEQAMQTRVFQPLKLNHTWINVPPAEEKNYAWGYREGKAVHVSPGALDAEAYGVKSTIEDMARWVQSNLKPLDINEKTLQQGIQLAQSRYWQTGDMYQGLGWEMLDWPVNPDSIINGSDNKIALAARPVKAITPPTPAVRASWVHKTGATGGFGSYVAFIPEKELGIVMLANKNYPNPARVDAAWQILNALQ
#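 20 mM phosphate pH 7.0 + 0.01% (detergent screen) or 0.0001% Triton X-100; 5.3 nM AmpC reagent; cpd preinc 15 min RT; nitrocefin (800 uM stock) to start; A480 q20 s × 4 min; Activity was normalised to no-enzyme and no-compound control wells.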
# AmpC inh no detg: inhibitors of E. coli AmpC beta-lactamase without detergent | P00811 | AmpC nitrocefin hydrolysis, absorbance 480 nm, 0.0001% Triton | Potency, µM (titrated, usually from 57.1 µM), inactives show at the top dose activity change, negative = inhibition, hits mostly inhibitors | 330,000 tested, 0.52% active | AID 485341;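 note: potency is the fitted concentration of half-maximal effect; plate controls were no compound for no effect and no enzyme for full effect; nearly all actives have a fitted effect of over 20% in size; some results filed as inactive show a strong effect at the top dose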
#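 AmpC (5.3 nM in the dispensed reagent) in 20 mM phosphate pH 7.0 with 0.01% (detergent screen) or 0.0001% Triton X-100 was preincubated with compounds for 15 min at room temperature. Nitrocefin was then added from an 800 uM solution, and hydrolysis was followed at 480 nm.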
# FBPA Giardia inh: Giardia lamblia aldolase inhibition | A8B2U2 | purified Giardia FBPA | Potency, µM (highest dose often 59.6 µM), for inactives: at the top dose activity, negative = inhibition, actives largely listed as inhibitors | 290,000 tested, 0.71% active | AID 2451; note: potency is the fitted concentration of half-maximal effect; nearly all actives have a fitted effect of over 55% in size
# Target sequence (A8B2U2 whole entry, looked up): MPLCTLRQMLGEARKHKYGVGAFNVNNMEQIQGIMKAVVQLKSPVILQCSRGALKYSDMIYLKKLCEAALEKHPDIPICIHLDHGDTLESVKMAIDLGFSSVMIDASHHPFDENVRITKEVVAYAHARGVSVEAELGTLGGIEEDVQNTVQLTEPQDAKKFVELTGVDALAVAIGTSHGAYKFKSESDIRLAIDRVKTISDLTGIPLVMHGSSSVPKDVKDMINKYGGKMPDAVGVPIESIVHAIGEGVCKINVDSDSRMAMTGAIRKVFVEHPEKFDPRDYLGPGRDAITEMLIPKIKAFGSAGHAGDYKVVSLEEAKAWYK
#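 40 nM FBPA preincubated 10 min at RT with compound (up to 57.5 uM final), then substrate plus GAPDH/TPI/NAD/arsenate coupling and diaphorase/resazurin added. Fluorescence read after 20 min at RT, 525/598 nm.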
# HCMV inh: inhibitors of human cytomegalovirus; HFF cells, HCMV-luciferase reporter, 72 h; active compounds read low; activity change, negative = inhibition, % at 57.5 µM; 410,000 tested, 4.5% active; in the data active = activity change below about -60%; inconclusive = no clear call, values can overlap the other calls; inactive = above about -39%
#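 After 16 h attachment at 37C, HFF cells received test compound and HCMV-luciferase (1 PFU/cell); reporter luminescence read 72 h later, data normalized against buffer-only and known inhibitor Salinomycin.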
# An asterisk follows results filed as active; ? = inconclusive; . = not tested or not shown; & = joins results of further samples; [ ] = dose if it differs, or a comment. Unless noted, calls come from the whole dose curve; as a rule, active = well fitted curve in the direction sought with a large enough effect; inconclusive = small, poorly fitted or top-dose-only effect, or another doubt; inactive = no such curve, though single readings can be large; an effect the other way counts as inactive or inconclusive. Unless noted, % is set by controls: 0 for no effect and ±100 for the full control effect.
# The first two compounds (preview)
1) COCc1[nH][nH]c(=O)c1C=Nc1ccc(F)cc1F
2) CCOC(=O)c1c(C)oc2nc(C)nc(N3CCN(c4cccc(C(F)(F)F)c4)CC3)c12
assay / compound	1	2
Sm TGR inh	-13%	31%
AMA1-RON2 inh	5%	.
AmpC detergent	5%	25%
AmpC inh no detg	-12%	.
FBPA Giardia inh	-2%	.
HCMV inh	-23	-64*

# The listing (from the top)
1) COCc1[nH][nH]c(=O)c1C=Nc1ccc(F)cc1F
2) CCOC(=O)c1c(C)oc2nc(C)nc(N3CCN(c4cccc(C(F)(F)F)c4)CC3)c12
3) NC(=O)C(C(=O)/C=C/c1ccc(Cl)cc1)=C1SCCS1
4) CN(Cc1ccccc1)c1ncnc(N)c1[N+](=O)[O-]
5) NNC(=O)c1ccc(NS(=O)(=O)c2ccc(Br)cc2)cc1
6) COC(=O)C1CCC(=S)N1C(=O)c1ccccc1 (centres undefined)
7) COc1ccc(/C=C/C(=O)OCC(=O)Nc2cccc(S(=O)(=O)NC3=NCCCCC3)c2)cc1
8) C=CCn1c(SCC(=O)NCCc2ccccc2)nc2c([nH]c3ccccc32)c1=O
assay / compound	1	2	3	4	5	6	7	8
Sm TGR inh	-13%	31%	0%	0%	-28%	-24%	.	-18%
AMA1-RON2 inh	5%	.	2%	8%	.	7%	34%[activator]	7%
AmpC detergent	5%	25%	-11%	5%	9%	-1%	.	-14%
AmpC inh no detg	-12%	.	-34%	-6%	?	-5%	-10%	-19%
FBPA Giardia inh	-2%	.	3%	2%	-2%	?	.	.
HCMV inh	-23	-64*	-101*	-36	28	24	11	31

9) CN(C)c1nc(C(=O)OCCO)nc(N(C)C)n1
10) Clc1ccc(-c2nnc(SCc3ccon3)o2)c(Cl)c1
11) COc1ccc(CC2S/C(=C(\C#N)C(=O)NCc3ccco3)N(c3ccc(C)cc3)C2=O)cc1 (centres undefined)
12) CCCCn1c(=O)n(CC(=O)Nc2ccc(OC)c(Cl)c2)c(=O)c2c1nc(CO)n2CCC
13) O=C(CSc1nc(C2CCCCC2)n(-c2ccccc2)n1)NCC(F)(F)F
14) CC(C)c1ccc(OCC(=O)NCc2n[nH]c(=O)c3ccccc23)cc1
15) CC1(C)CC2(CC(c3ccccc3)c3ccc(O)cc3O2)NC(=S)N1 (centres undefined)
16) CCN(CC1COc2ccccc2O1)S(=O)(=O)c1ccc(C)cc1 (centres undefined)
assay / compound	9	10	11	12	13	14	15	16
Sm TGR inh	-5%	-1%	1%	3%	-18%	0%	2%	-7%
AMA1-RON2 inh	-9%	-12%	-3%	3%	12%	-10%	38%[activator]	17%
AmpC detergent	0%	-13%	?	6%	-9%	-3%	-7%	-10%
AmpC inh no detg	?	-25%	-34%	58%	11%	-1%	-49%	-14%
FBPA Giardia inh	1%	9%	-2%	0%	4%	.	8%	0%
HCMV inh	26	67	10	31	-23	-21	-25	-35

17) O=C(NC1CCCCCC1)c1cc(S(=O)(=O)N2CCOCC2)ccc1F
18) Cc1cccc(OC(=O)C2C(c3ccccc3)C(C(=O)O)C2c2ccccc2)c1 (centres undefined)
19) CCC(C(=O)NC1CCCC1)N(C(=O)Cn1nnc(-c2ccc(C)o2)n1)c1ccc(OC)c(OC)c1 (centres undefined)
20) O=[N+]([O-])c1cc(/C=N/N2CCN(c3ccccc3)CC2)ccc1Cl
21) CCOc1ccc(-n2cc(C(=O)N3CCC(C)CC3)c3cc(OC)c(OC)cc3c2=O)cc1
22) CCNC(=S)Nc1cc(OC)c(NC(=O)c2ccco2)cc1OC
23) CC1(c2cccc([N+](=O)[O-])c2)CC(C)(C)N(C(=O)c2ccccc2)c2ccccc21 (centres undefined)
24) S=c1[nH]nc(C(c2ccccc2)C2CCCCC2)o1 (centres undefined)
assay / compound	17	18	19	20	21	22	23	24
Sm TGR inh	4%	7%	10%	0%	-15%	?	6%	9%
AMA1-RON2 inh	0%	-1%	-6%	-4%	-3%	-13%	-16%	49%[activator]
AmpC detergent	0%	9%	3%	-9%	1%	-2%	3%	3%
AmpC inh no detg	25%	-27%	73%[activator]	-7%	116%[activator]	-5%	-17%	-38%
FBPA Giardia inh	-2%	28%	.	4%	9%	-6%	-11%	17%
HCMV inh	0	27	17	19	-18	0	-23	0

25) O=P(CCCCCCCCCP(=O)(c1ccccc1)c1ccccc1)(c1ccccc1)c1ccccc1
26) COc1ccccc1CNC(=O)CS(=O)(=O)Cc1ccccc1
27) O=C(c1ccc(Cl)cc1)N1CCN(C(=O)c2ccco2)CC1
28) N#Cc1cc([N+](=O)[O-])ccc1Oc1ccc(-c2nnco2)cc1
29) Cc1ccccc1Cn1cc(CCC(=O)N2CCOCC2)c2ccccc21
30) O=C(CSc1nnc(-c2cccs2)o1)Oc1ccccc1Cl
31) COc1ccccc1N(C)S(=O)(=O)c1ccc(Cl)c(C(=O)NNC(=O)c2ccccc2O)c1
32) O=C1Cc2c([nH]c3ccc(Br)cc23)-c2ccccc2N1
assay / compound	25	26	27	28	29	30	31	32
Sm TGR inh	4%	-13%	-22%	-2%	-5%	-2%	?	.
AMA1-RON2 inh	-6%	-4%	2%	-5%	-11%	.	112%[activator]	-3%
AmpC detergent	-2%	-2%	?	-4%	1%	20%	0%	.
AmpC inh no detg	61%[activator]	-5%	-2%	-13%	152%[activator]	.	-47%	.
FBPA Giardia inh	8%	.	3%	9%	5%	.	.	-8%&-1%
HCMV inh	-35	-1	-9	-4	-28	45	?	-75*

33) CCCCn1c(SCC(=O)Nc2ccc3c(c2)OCCO3)nnc1C(CC)N(C)C (centres undefined)
34) O=C(NCCCN1CCOCC1)C(=O)NCC1OCCN1S(=O)(=O)c1ccc(F)cc1 (centres undefined)
35) Cc1ccc(NC(=O)CSc2nnc(-c3cc(C)on3)o2)cc1
36) COc1ccc(NC(=O)CSc2nnnn2C)cc1S(=O)(=O)N1CCCCC1
37) CCOc1c(Cl)cnn(-c2ccc(C)cc2)c1=O
38) COc1cc(C(=O)NCC(=O)OCCN2C(=O)c3ccccc3C2=O)cc(OC)c1OC
39) CCOC(=O)C(NC(=O)CC)(Nc1ccccc1OC)C(F)(F)F (centres undefined)
40) COc1ccc(NCc2n[nH]nc2-c2ccccc2)cc1Cl
assay / compound	33	34	35	36	37	38	39	40
Sm TGR inh	-6%	-2%	4%	2%	1%	-21%	-1%	-12%
AMA1-RON2 inh	1%	16%	31%[activator]	0%	-2%	7%	-5%	49%[activator]
AmpC detergent	5%	?	-10%	5%	-9%	-2%	?	-9%
AmpC inh no detg	-6%	-2%	-9%	-7%	-9%	-8%	-1%	-19%
FBPA Giardia inh	.	.	-11%	.	-1%	2%	-7%	-6%
HCMV inh	-3	-1	-14	31	-36	44	-4	-4

# Compounds 32 through 40, quoted:
32) O=C1Cc2c([nH]c3ccc(Br)cc23)-c2ccccc2N1
33) CCCCn1c(SCC(=O)Nc2ccc3c(c2)OCCO3)nnc1C(CC)N(C)C (centres undefined)
34) O=C(NCCCN1CCOCC1)C(=O)NCC1OCCN1S(=O)(=O)c1ccc(F)cc1 (centres undefined)
35) Cc1ccc(NC(=O)CSc2nnc(-c3cc(C)on3)o2)cc1
36) COc1ccc(NC(=O)CSc2nnnn2C)cc1S(=O)(=O)N1CCCCC1
37) CCOc1c(Cl)cnn(-c2ccc(C)cc2)c1=O
38) COc1cc(C(=O)NCC(=O)OCCN2C(=O)c3ccccc3C2=O)cc(OC)c1OC
39) CCOC(=O)C(NC(=O)CC)(Nc1ccccc1OC)C(F)(F)F (centres undefined)
40) COc1ccc(NCc2n[nH]nc2-c2ccccc2)cc1Cl
assay / compound	32	33	34	35	36	37	38	39	40
Sm TGR inh	.	-6%	-2%	4%	2%	1%	-21%	-1%	-12%
AMA1-RON2 inh	-3%	1%	16%	31%[activator]	0%	-2%	7%	-5%	49%[activator]
AmpC detergent	.	5%	?	-10%	5%	-9%	-2%	?	-9%
AmpC inh no detg	.	-6%	-2%	-9%	-7%	-9%	-8%	-1%	-19%
FBPA Giardia inh	-8%&-1%	.	.	-11%	.	-1%	2%	-7%	-6%
HCMV inh	-75*	-3	-1	-14	31	-36	44	-4	-4

# The list goes on.
41) CC(C)CNC(=O)COC(=O)c1cc(S(=O)(=O)N2CCCCC2)ccc1N1CCOCC1
42) Nc1nc(-c2ccc(Br)cc2)cs1
43) COC(=O)CSc1nnc(-c2cccnc2)n1C
44) Cc1nn(Cc2cccc(F)c2)c(C)c1NC(=O)c1c(Cl)cnn1C
45) S=C(Nc1ccc(Cl)cc1Cl)N1CCN(c2ccccn2)CC1
46) COc1ccc(/C=N\NC(=O)c2cc(O)c(O)c(O)c2)cc1COc1ccc(C(=O)OCC(C)C)cc1
47) COCCCNc1nc2cc(OC)c(OC)cc2c2nc(-c3ccccc3)nn12
48) COc1ccc(Cl)cc1S(=O)(=O)N1CCCC1=O
assay / compound	41	42	43	44	45	46	47	48
Sm TGR inh	-6%	-15%	15%	-2%	-6%	-34%	-10%&1%	78%[activator]
AMA1-RON2 inh	-2%	-7%	-1%	-1%	5%	47%[activator]	10%	15%
AmpC detergent	?	-7%	?	-7%	3%	3%	-8%&12%	3%
AmpC inh no detg	66%[activator]	?	-13%	-6%	-13%	10µM*	43%	-12%
FBPA Giardia inh	2%	9%	5%	1%	-17%	?	0%	1%
HCMV inh	-1	4	-35	?	65	0	17&-14	19

49) Cc1cc(S(=O)(=O)NCCN(C)C)c(C)s1
50) O=C(Nc1ncc(Cc2ccc(Cl)cc2Cl)s1)c1ccc([N+](=O)[O-])cc1
51) Cc1c(NC(=O)C23CC4CC(CC(C)(C4)C2)C3)c(=O)n(-c2ccccc2)n1C
52) Clc1ccc(CNc2nnnn2-c2ccccc2)c(Cl)c1
53) Cc1ccccc1-n1c(SCc2c(C)noc2C)nnc1-c1ccncc1
54) CCC1SC2=NC(C)=C(C(=O)OC)C(c3ccc(C)cc3)N2C1=O (centres undefined)
55) O=C(Oc1ccc2ccccc2c1)c1cncc(Br)c1
56) CC(C(=O)NNS(=O)(=O)c1cccc(C(F)(F)F)c1)n1nnc(N2CCOCC2)n1 (centres undefined)
57) COc1cc(CNCCSc2nnnn2C)cc(Br)c1OCc1ccc(F)cc1
58) COc1cccc(CN(C)C(=O)CN2C(=O)NC(c3ccccc3)(c3ccccc3)C2=O)c1
assay / compound	49	50	51	52	53	54	55	56	57	58
Sm TGR inh	-25%	-3%	9%	0%	-29%	-1%	-2%	-2%	-17%	-11%
AMA1-RON2 inh	-7%	0%	16%	-3%	9%	-7%	-24%	7%	-5%	-9%
AmpC detergent	1%	0%	-1%	-10%	-15%	2%	-3%	-12%	-6%	-4%
AmpC inh no detg	-12%	-19%	-4%	-37%	20%	9%	-3%	-8%	194%[activator]	-9%
FBPA Giardia inh	-2%	8%	4%	4%	-2%	7%	3%	-6%	-16%	.
HCMV inh	17	-25	-10	?	73	-8	57	-4	-6	0
